D1 potentiator = potentiators of human D1 dopamine receptor | AID 504651 | HEK293 TREx D1 cells, calcium flux, dopamine EC20 potentiation | P21728 | potentiation, % at 10 µM | 360,000 compounds, 0.036% hits; in the data active means potentiation above about 30%; further: 0% is about no effect
Target sequence (P21728 whole entry, looked up): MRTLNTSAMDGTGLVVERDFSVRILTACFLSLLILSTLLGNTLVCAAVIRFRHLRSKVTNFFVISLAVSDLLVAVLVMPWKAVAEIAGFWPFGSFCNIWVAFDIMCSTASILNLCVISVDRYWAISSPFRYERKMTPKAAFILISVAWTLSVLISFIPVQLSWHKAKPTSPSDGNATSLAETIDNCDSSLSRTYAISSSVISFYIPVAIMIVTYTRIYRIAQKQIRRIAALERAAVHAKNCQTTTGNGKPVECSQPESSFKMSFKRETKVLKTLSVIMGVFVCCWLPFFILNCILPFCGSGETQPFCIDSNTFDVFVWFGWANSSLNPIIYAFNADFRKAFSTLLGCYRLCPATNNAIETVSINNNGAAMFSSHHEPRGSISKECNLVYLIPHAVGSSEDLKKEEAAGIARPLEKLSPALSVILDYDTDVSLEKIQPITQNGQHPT
D1 ag = activates the human D1 dopamine receptor; P21728; HEK293 T-REx D1 cells, calcium flux, agonist mode; activation, % at 2 µM; 360,000 compounds, 1% hits; in the data active means activation above about 30%; further: 0% is about no effect
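Inducible HEK293 T-REx D1 cells, force-coupled to calcium signalling, were plated at 4000 cells/well with tetracycline and held overnight at 30 C. After no-wash calcium dye loading, compound-evoked calcium rise over 180 s flagged agonists.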
TRHR ag = TRH receptor (human) agonism. AID 493084. TRHR cells, calcium flux fluo-8, FDSS agonist mode. 360,000 compounds, 0.18% hits. P34981. activation, % at 2 µM; in the data active means activation above about 30%; further: 0% is about no effect
Target sequence (P34981 whole entry, looked up): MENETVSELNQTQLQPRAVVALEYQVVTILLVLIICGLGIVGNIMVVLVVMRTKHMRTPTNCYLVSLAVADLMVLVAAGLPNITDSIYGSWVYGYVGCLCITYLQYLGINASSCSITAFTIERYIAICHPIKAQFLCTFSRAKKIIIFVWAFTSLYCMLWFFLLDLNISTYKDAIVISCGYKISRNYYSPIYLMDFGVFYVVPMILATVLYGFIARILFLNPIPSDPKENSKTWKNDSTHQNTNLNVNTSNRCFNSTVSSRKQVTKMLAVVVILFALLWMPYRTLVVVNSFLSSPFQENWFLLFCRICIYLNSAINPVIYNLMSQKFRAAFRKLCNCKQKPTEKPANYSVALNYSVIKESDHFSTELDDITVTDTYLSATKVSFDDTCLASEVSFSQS
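Agonist-mode FDSS calcium read (Ex 480/Em 530, 1 s cycles) in 1536-well TRHR cells with fluo-8 dye, after 10-cycle baseline and 23 nL compound addition; TRH at EC20 (10 nM final) added afterwards for the enhancer phase.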
D2 PAM = D2 dopamine receptor (human) potentiation; P14416; HEK293 T-REx D2, calcium flux, EC20 dopamine potentiation; potentiation, % at 10 µM; 340,000 compounds, 0.34% hits;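 active means potentiation over 3 SD above the plate norm, cut at about 30% in these data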; further: 0% is about no effect
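Potentiation of an EC20 dopamine calcium response measured kinetically over 180 s, after a preceding 180 s compound-only read flagging agonists. Cells: inducible Hek293 Trex D2 line, 4000/well, cultured overnight at 30 C before dye loading.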
Apoferritin bind = binds horse apoferritin like a general anesthetic. 350,000 compounds, 0.074% hits. Potency, µM (highest dose often 77.5 µM), inactives show at the highest dose activity change, negative = displacement, actives largely listed as inhibitors. apoferritin/1-aminoanthracene competitive binding, fluorescence. P02791. AID 485281; further: potency means the concentration at half of the fitted maximal effect; on the % scale 0 is the no-effect control and ±100 the full control effect; nearly all actives have a fitted effect of over 20% in size
Target sequence (P02791 2-175 limits assumed): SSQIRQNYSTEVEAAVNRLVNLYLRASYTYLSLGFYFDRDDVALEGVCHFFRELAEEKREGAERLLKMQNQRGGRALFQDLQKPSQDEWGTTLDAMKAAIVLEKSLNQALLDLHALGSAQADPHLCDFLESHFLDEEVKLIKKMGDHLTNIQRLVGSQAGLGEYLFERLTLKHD
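Horse-spleen apoferritin (10 uM) was mixed with 50% saturated 1-aminoanthracene in PBS, exposed to compounds for 10 min at room temperature, and read for fluorescence (ex 380 nm, em 535 nm). Competitive displacement was fitted with a four-parameter Hill equation.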
RXFP1 antagonist = antagonists of human relaxin receptor RXFP1 | Q9HBX9 | HEK293-RXFP1, relaxin-stimulated cAMP HTRF, 30 min; active compounds read low | activity change, negative = inhibition, % at 57.5 µM | 350,000 compounds, 0.59% hits;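 active means activity change of -60% or lower, but not beyond a set lower limit; inconclusive means change between -60% and -40%, or beyond the set limit; inactive means change above -40%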; further: on the % scale 0 is the no-effect control and ±100 the full control effect
RXFP1 ag = agonists of human relaxin receptor RXFP1. Q9HBX9. HEK293T-RXFP1 cAMP TR-FRET, 30 min; response scale: percent of porcine relaxin response, buffer zero. Potency, µM (doses to about 57.5 µM), for inactives: at the highest dose activation, actives largely listed as activators. 370,000 compounds, 0.3% hits. AID 2676; further: potency means the concentration at half of the fitted maximal effect; on the % scale 0 is the no-effect control and ±100 the full control effect; nearly all actives have a fitted effect of over 60% in size; many of its hits are not listed in these tables
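HEK293T cells stably expressing RXFP1 were pretreated with the PDE4 inhibitor Ro 20174, exposed to compounds for 30 min at 37C, lysed, and cAMP was read by TR-FRET. Data normalized to buffer (basal) and 29 nM porcine relaxin (100%).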
TRHR enhancer = TRH receptor (human) allosteric enhancement. P34981. TRHR cells, fluo-8 calcium fluorescence, EC20 TRH enhancement. enhancement, % at 2 µM. 360,000 compounds, 0.66% hits. AID 493056; in the data active means enhancement above about 30%; further: 0% is about no effect
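Enhancer read-out: after compound pinning and an initial kinetic agonist-mode read, an EC20 of TRH (10 nM final) was injected and fluo-8 calcium signal (Ex 480/Em 530) followed at 1 s/cycle for 100 cycles in TRHR-expressing cells.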
D1 antag = antagonists of human D1 dopamine receptor | HEK293 TREx D1 cells, calcium flux, dopamine EC80; active compounds read low | activity change, negative = inhibition, % at 10 µM | 360,000 compounds, 3.2% hits; in the data active means activity change below about -30%; further: on the % scale 0 is the no-effect control and ±100 the full control effect
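Tetracycline-induced HEK293 T-REx cells with force-coupled D1 receptor were loaded with a no-wash calcium dye. Compound was added after a 10 s baseline and read kinetically for 180 s; EC80 dopamine was then added and calcium flux followed another 180 s.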
Active calls of the source: *; ? = inconclusive; / = not tested or not shown; & = joins results of further samples; [ ] = another dose, or the depositor's remark. Unless noted, the call rests on the fitted dose curve; in most records, active means well fitted curve in the direction sought with a large enough effect; inconclusive means small, poorly fitted or top-dose-only effect, or another doubt; inactive means no such curve, though single readings can be large; an effect the other way counts as inactive or inconclusive. An excerpt; rates above refer to the full screens.

SMILES	D1 potentiator	D1 ag	TRHR ag	D2 PAM	Apoferritin bind	RXFP1 antagonist	RXFP1 ag	TRHR enhancer	D1 antag
Cc1ccc(-n2cc(CNCCCN3CCCC3=O)c(-c3ccc(F)cc3)n2)cc1	-10	13	0.7	-24	-9%	-11	-1.6%	9	16
O=C(CCC1COc2ccccc2O1)Nc1ccccn1 (centres undefined)	2	1	0.6	17	-15%	-2	-1.9%	5	-3
COc1cc(CNCCCN2CCOCC2)c(Br)cc1OC(C)C	-2	3	1.0	7	-6%	-5	0.2%	1	1
CN1CCN(c2ccc(NC(=O)c3ccc([N+](=O)[O-])o3)cc2Cl)CC1	-13	3	0.4	3	-9%	8	2.9%	1	1
COc1ccc(Br)cc1CN(C)CC(=O)NCCc1ccccc1	-10	7	0.5	-1	-15%	-14	1.2%	-3	30
Cc1ccc(Cn2ccc(=O)c(Cc3c(Cl)cccc3Cl)c2C)cc1	5	3	0.0	-1	-21%	-2	-3.6%	-6	-4
O=C(Cc1ncc(C(F)(F)F)cc1Cl)Nc1cccc(Br)c1	-1	27	4.0	5	?	-7	-1.2%	0	-15
COc1ccc(NC(=O)c2ccc3c(=O)n(-c4ccc(OC)cc4OC)c(=S)[nH]c3c2)c(OC)c1	-1	16	1.7	6	-6%	-27	-1.5%	-1	-1
Cc1ccc(CC2S/C(=N/c3ccccn3)NC2=O)cc1 (centres undefined)	0	2	1.2	0	-4%	-17	4.8%	0	-6
Cn1nc(-c2ccccc2)c2cc([N+](=O)[O-])ccc21	-5	1	-0.7	3	-4%	3	2.4%	-3	-6
Cc1ccc(N2CC(C(=O)Nc3ccc(S(=O)(=O)Nc4nccs4)cc3)CC2=O)cc1 (centres undefined)	-1	1	0.4	-6	-4%	-3	-1.9%	0	1
CCn1cc(C2=NC(C)(C)CO2)c2ccccc21	-2	0	-0.1	-7	-17%	-1	-1.0%	-1	6
O=C(CSc1n[nH]c(-c2ccccc2)n1)NCCc1ccccc1	-1	-1	0.1	/	3%	-14	3.2%	5	8
COc1cc(C(=O)OCCCOC(=O)c2cc(OC)c(OC)c(OC)c2)cc(OC)c1OC	2	2	-0.7	6	-7%	-19	-0.8%	0	0
CC1(C)CC(=O)C(N=Nc2cc3c(cc2[N+](=O)[O-])OCCO3)=C(O)C1	7	2	-0.2	1	-3%	5	-4.4%	-1	-13
COc1ccc(C(=O)COC(=O)c2ccc3c(c2)OCO3)c(OC)c1	4	3	-0.3	-6	/	-5	2.9%	-2	2
COC(=O)c1cc(NS(=O)(=O)c2cccc(Cl)c2)ccc1N1CCOCC1	-4	7	-0.6	-6	-2%	4	1.2%	3	0
O=C(Nc1ccc(Cl)cc1)C1CCCC1	1	5	-1.0	2	-23%	-6	1.7%	-4	-18
CCCCOC(=O)C1C2C=C[C@]3(CN(CCCOC)C(=O)[C@H]13)O2 (some centres undefined)	-5	0	0.4	-1	-7%	4	-2.3%	1	4
CC1c2[nH]c3ccccc3c2C[C@H]2C(=O)N(CCO)CC(=O)N12 (some centres undefined)	3	3	0.5	5	4%	4	1.0%	2	3
COc1cccc(C2c3c(oc4ccccc4c3=O)C(=O)N2c2ccccn2)c1 (centres undefined)	/	1	-0.2	-5	-4%	/	0.4%	-3	15
C=C(C)c1cccc(C(C)(C)NC(=O)NCc2cccnc2)c1	4	3	-1.4	-4	-9%	-10	-0.9%	-1	-6
O=C1c2[nH]nc(-c3ccccc3O)c2C(c2cccc(OCc3ccccc3)c2)N1CCCO (centres undefined)	6	0	0.0	-7	65%[activator]	-64*	1.8%	3	28
CSc1nn(-c2ccc(C(=O)OCC(=O)NC(=O)NC(C)C)cc2)c(=S)s1	2	4	0.0	2	-24%	16	0.0%	8	-2
Cc1ccnc(NC(=O)c2cc(-n3cnnc3)ccc2Cl)c1	-4	2	0.4	-12	-7%	-23	2.4%	-5	1
COc1cc(/C=C/C(=O)N2CCN(Cc3ccccc3)CC2)cc(OC)c1OC	11	2	-0.4	8	-1%	8	4.6%	-5	7
CCn1ncc(/C=C/C(=O)Nc2c(C)nn(Cc3ccc(Cl)cc3Cl)c2C)c1C	-6	10	0.7	-4	?	0	4.4%	-7	-14
c1ccc(-n2ncc3c(N4CCN(c5ccccn5)CC4)nc(N4CCCCC4)nc32)cc1	0	2	0.9	14	-19%	/	10%	-3	-14
COc1ccccc1CNS(=O)(=O)c1c(C(=O)N2CCCC2)c(C)n(C)c1C	0	0	1.0	-7	-4%	6	-0.1%	5	3
CCOC(=O)c1c(C)c(C(=O)NC(C)COC)c(C)n1CC (centres undefined)	-2	3	0.3	13	-1%	1	-0.1%	1	-2
COc1ccccc1/C=C\C=N\NC(=O)c1ccco1	-4	0	-0.3	7	-15%	?	-1.2%	-1	-16
CC(=O)N1CCC2(CC1)OC(=O)C(C)=C2C(=O)Nc1cccc(Cl)c1C	0	-2	2.4	3	-9%	-3	-1.3%	-6	2
CC(C)N(C(=O)CSc1nnc(NC(=O)C2CCC2)s1)C(C)C	-1	3	-2.1	16	31%[activator]	-1	-0.3%	4	10
O=C(NCc1ccco1)/C(=C\c1cccs1)NC(=O)c1ccsc1	-3	4	-0.3	-7	-2%	10	2.0%	-11	1
COC(=O)c1cc(C)nc(Sc2ccccc2NC(C)=O)n1	-2	2	0.7	6	41%[activator]	-4	-1.8%	25	-4
Cc1[nH]c2c(C)cccc2c(=O)c1CN1CCCCCC1	-7	1	1.3	-10	3%	1	0.5%	-3	5
CCc1ccccc1N(C)C(=O)Nc1cn(CC(C)C)c(=O)c2ccccc12	-6	2	-0.8	7	-8%	/	0.1%	-6	9
COc1ccc(-n2nc(C(=O)NCC(=O)NCC3CCCO3)c3ccccc3c2=O)c(OC)c1 (centres undefined)	-2	1	0.1	4	-17%	14	8.5%	1	10
COC(=O)c1c(NC(=O)COC(=O)CNC(=O)C2CCCCC2)sc(C)c1C	3	1	-0.5	0	-8%	0	1.2%	-2	0
N#Cc1ccccc1S(=O)(=O)N1CCC(C(=O)Nc2cccc(C(=O)NC3CC3)c2)CC1	3	1	-0.2	-7	/	-17	-0.7%	7	5
COc1ccc(C(=O)Cc2ccc(OC)c(OC)c2)cc1	-1	17	-2.2	10	-6%	16	-1.2%	13	-4
CCOc1ccc(NC(=O)CSc2nc3[nH]ncc3c(=O)[nH]2)cc1	-4	-2	0.8	-9	/	-12	0.3%	-5	-22
CCn1c(SCC(=O)Nc2ccc3c(c2)OCO3)nnc1-c1cnccn1	-8	0	0.2	-18	-4%	-13	0.3%	1	-32*
CCOn1c(=O)c(-c2cc(OC)ccc2OC)[n+]([O-])c2ccccc21	-2	5	0.0	9	-14%	-4	2.9%	30	-4
COc1ccc(N2CCN(C(=O)CCc3nc(-c4ccc(C)cc4)no3)CC2)cc1	7	0	-0.9	-4	-2%	9	1.2%	-3	10
O=C(/C=C/c1ccc(Cl)cc1)NC1CC2CCC1C2 (centres undefined)	-6	1	-0.5	-11	-20%	-6	1.6%	-5	/
COc1ccc(N=C/C=C2/C=C(c3ccccc3)OC(C)(C)O2)cc1	2	2	-0.3	0	?	-3	-0.7%	5	-6
COc1cc(C(=O)NNC(=O)Nc2ccc([N+](=O)[O-])cc2)cc(OC)c1OC	-2	1	-0.4	5	3%	20	0.4%	8	9
COc1ccc(-n2ncc(C(=O)NCCCN3CCCCC3)c2C2CCN(C(=O)OC(C)(C)C)CC2)cc1	-3	1	2.1	-3	-8%	-27	1.8%	-1	-18
O=[S+]([O-])(c1ccc2c(c1)OCCO2)N1CCN([S+](=O)([O-])c2c(F)cc(Br)cc2F)CC1	4	2	-0.3	/	/	/	/	-2	10
Cc1ccnc(N2CCC(C(=O)Nc3ccc4c(c3)OCO4)CC2)n1	2	2	-0.7	0	-4%	-16	1.6%	0	-8
CCS(=O)(=O)Nc1ccc2[nH]c(=O)[nH]c2c1	0	1	0.3	-7	1%	-4	-0.8%	6	-4
COc1ccccc1-n1c(SCC(=O)O)nc2c(sc(=S)n2-c2ccc(Cl)c(C)c2)c1=O	-3	2	0.0	/	-9%	-2	2.5%	5	-1
N#Cc1ccc(S(=O)(=O)N2CCCN(c3nc4ccc(Cl)cc4s3)CC2)cc1	-6	3	0.5	-5	-3%	5	-1.4%	-2	7
CC(C)c1ccc(NC(=O)c2cccc3c2C(=O)N(C2CCCCC2)C3)cc1	-2	-1	0.4	/	-19%	3	-0.6%	-2	17
CC1CCCCN1CCCn1c(=S)[nH]c2ccccc2c1=O (centres undefined)	-6	1	0.9	-8	-13%	-10	2.2%	5	-4
CN(C)S(=O)(=O)c1ccc(NCC2COc3ccccc3O2)c([N+](=O)[O-])c1 (centres undefined)	-1	3	0.2	14	0%	1	-1.5%	-4	5
Cn1nnnc1SCc1c(F)cccc1F	-7	3	0.5	8	?	-9	0.1%	42*	-8
CCN1CCN(c2cc(C)c3cc(NC(=O)c4cc(OC)cc(OC)c4)ccc3n2)CC1	-8&-1	1&0	-0.1&-0.1	-4&-10	-5%&-1%	4&-1	-1.0%&-1.6%	6&1	3&-4
O=C(c1ccc2c(c1)N(Cc1ccccc1)C(=O)CS2)N1CCOCC1	1	1	0.6	-9	-6%	4	5.2%	5	17

The results go on.
SMILES	D1 potentiator	D1 ag	TRHR ag	D2 PAM	Apoferritin bind	RXFP1 antagonist	RXFP1 ag	TRHR enhancer	D1 antag
Cc1ccc(NC(=O)CN2C(=O)C(c3ccc(F)cc3)=NC23CCCCC3)c(C)c1	3	2	0.1	2	?	-32	-2.2%	-3	0
COc1ccc(C(=O)NCCC2=CCCCC2)cc1OC	-4	1	-0.2	-21	?	0	0.2%	2	-1
O=C(NCc1ccco1)C(=O)NCC1OCCN1S(=O)(=O)c1ccccc1 (centres undefined)	-3	-3	0.2	0	0%	3	-0.6%	-5	-1
Cn1c(-c2ccccc2)cc2ccccc21	-2	3	-0.4	-12	-1%	?	1.4%	7	0

Grouped by structure, those above with a thiophene ring, fused or not
SMILES	D1 potentiator	D1 ag	TRHR ag	D2 PAM	Apoferritin bind	RXFP1 antagonist	RXFP1 ag	TRHR enhancer	D1 antag
O=C(NCc1ccco1)/C(=C\c1cccs1)NC(=O)c1ccsc1	-3	4	-0.3	-7	-2%	10	2.0%	-11	1
COC(=O)c1c(NC(=O)COC(=O)CNC(=O)C2CCCCC2)sc(C)c1C	3	1	-0.5	0	-8%	0	1.2%	-2	0
